Compound activity deposited in PubChem BioAssay by Sanford-Burnham Center for Chemical Genomics.
hIAP act – increases human intestinal alkaline phosphatase activity | P09923 | purified human IAP, CDP-Star luminescence, 30 min; stronger effect = higher value; 1 = vehicle-only enzyme, 0 = enzyme-free background | activation factor at 10 µM | 330,000 compounds, 0.16% hits | AID 2524;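 active means activation factor of the enzyme at least 2-fold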; further: the source names both 10 and 20 µM as test concentration; values of inactives mirror those of a sister screen read the other way
Target sequence (P09923 whole entry, looked up): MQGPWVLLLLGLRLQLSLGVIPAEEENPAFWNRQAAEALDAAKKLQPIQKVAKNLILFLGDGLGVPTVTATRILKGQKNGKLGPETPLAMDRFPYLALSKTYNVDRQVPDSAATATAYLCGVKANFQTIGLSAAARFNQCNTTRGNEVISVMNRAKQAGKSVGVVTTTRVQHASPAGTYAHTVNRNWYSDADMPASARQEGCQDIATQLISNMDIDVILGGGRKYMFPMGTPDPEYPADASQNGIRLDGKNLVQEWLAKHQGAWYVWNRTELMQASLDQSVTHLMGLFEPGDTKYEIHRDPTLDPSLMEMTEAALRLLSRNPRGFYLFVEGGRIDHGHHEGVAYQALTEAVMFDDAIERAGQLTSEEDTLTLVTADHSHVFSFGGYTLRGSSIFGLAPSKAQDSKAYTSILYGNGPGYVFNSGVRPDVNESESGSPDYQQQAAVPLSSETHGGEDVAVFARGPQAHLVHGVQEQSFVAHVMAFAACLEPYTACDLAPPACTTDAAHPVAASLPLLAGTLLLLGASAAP
beta cell repl – induces beta-cell replication in MIN6 cells; MIN6 cells proliferation, ATPlite luminescence, 48 h; cells starved in 0.2% serum; 100% = growth in 10% serum; proliferation, % at 10 µM; 330,000 compounds, 0.29% hits; AID 2380;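 active means compounds whose signal lies at least 3.5 SD above the mean of all wells on their plate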;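 further: 0% = DMSO-treated cells in low-serum medium and 100% = 10% serum control; some compounds called inactive have numbers as strong as hits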
SENP1 FRET inh – blocks the human SENP1 SUMO protease catalytic domain; 360,000 compounds, 0.21% hits; recombinant SENP1 catalytic domain, CyPet-SUMO1-YPet FRET cleavage; inhibition, % at 10 µM;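 active means inhibition at least 30% at 10 µM, raw YFP signal under a set limit, fluorescence ratio 0.5 to 1.5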;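 further: 0% = enzyme with DMSO and 100% = no enzyme wells; some results filed as inactive read as strong as hits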
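Compound: 10 µM single point, 0.5% DMSO; Test system: hSENP1 catalytic domain, recombinant; Timing: 50 min reaction at room temperature; Technique: FRET, CFP and YFP emission; Control set: no-enzyme wells low, DMSO-plus-enzyme wells high control.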
mIAP activ – increases mouse intestinal alkaline phosphatase activity; muIAP, CDP-Star luminescence, 30 min; stronger effect = higher value; 1 = vehicle-only enzyme signal, 0 = enzyme-free wells; AID 2805; activation factor at 10 µM; 330,000 compounds, 0.24% hits;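 active means activation factor of at least 2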; further: the source names both 10 and 20 µM as test concentration; values of inactives mirror those of a sister screen read the other way
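also added = chemiluminescent substrate CDP-Star | test system = mouse IAP enzyme | signal = chemiluminescence readout | compound = DMSO-dissolved test compounds | incubation = 30 min at room temperature | benchmarks = DMSO wells, no-enzyme wells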
hIAP inh – human IAP inhibition; purified IAP, CDP-Star luminescence, 30 min; inhibition, % at 10 µM; 330,000 compounds, 0.12% hits; AID 2544;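 active means inhibition reaching a set limit with compound at 10 µM in the primary screen, cut at about 35% in these data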;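 further: plate controls were DMSO wells with enzyme for no effect and no-enzyme buffer wells for full effect; values of inactives mirror those of a sister screen read the other way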
APOBEC3G inh – inhibitors of human APOBEC3G DNA deaminase. recombinant A3G, ssDNA deamination FAM/TAMRA fluorescence. 330,000 compounds, 0.28% hits. Q9HC16. inhibition, % at 20 µM;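 active means inhibition of at least 40% at 20 µM, with no more than 30% in the related APOBEC3A deaminase screen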;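 further: plate controls were DMSO wells with A3G for no effect and wells lacking A3G enzyme for full effect; some compounds called inactive have numbers as strong as hits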
Target sequence (Q9HC16 whole entry, looked up): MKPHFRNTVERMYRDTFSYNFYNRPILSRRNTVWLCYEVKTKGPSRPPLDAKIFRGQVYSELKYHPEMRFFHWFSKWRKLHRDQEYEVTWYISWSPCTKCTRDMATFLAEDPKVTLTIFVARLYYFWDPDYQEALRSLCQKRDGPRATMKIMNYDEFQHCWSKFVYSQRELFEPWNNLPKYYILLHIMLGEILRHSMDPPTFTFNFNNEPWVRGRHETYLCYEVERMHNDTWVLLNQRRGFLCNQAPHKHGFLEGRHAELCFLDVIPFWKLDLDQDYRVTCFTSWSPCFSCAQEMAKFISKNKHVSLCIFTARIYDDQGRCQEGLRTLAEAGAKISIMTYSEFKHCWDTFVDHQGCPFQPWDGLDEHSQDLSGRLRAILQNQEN
mIAP inh – mouse IAP inhibition; purified mouse IAP, CDP-Star luminescence, 30 min; inhibition, % at 10 µM; 330,000 compounds, 0.2% hits;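 active means inhibition of at least 40% at 10 µM in the primary screen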;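 further: plate controls were DMSO with enzyme for no effect and no enzyme wells for full effect; values of inactives mirror those of a sister screen read the other way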
APOBEC3A inh – inhibitors of human APOBEC3A DNA deaminase; P31941; recombinant A3A, FAM/TAMRA ssDNA deamination fluorescence; inhibition, % at 20 µM; 330,000 compounds, 0.41% hits;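 active means at least 40% inhibition at 20 µM here, with at most 30% in a related deaminase screen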;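 further: plate controls were A3A with DMSO for no effect and wells lacking A3A enzyme for full effect; some results filed as inactive read as strong as hits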
NALP3 yeast inh – blocks the NALP3 inflammasome reconstituted in yeast | Yeast reconstituted NLRP3/ASC/caspase-1, beta-gal luminescence, 24 h | inhibition, % at 10 µM | 330,000 compounds, 0.39% hits;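 active means inhibition of 50% or more; inactive means inhibition below 50%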;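 further: plate controls were induced DMSO wells for no effect and uninduced yeast grown without galactose for full effect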
An asterisk follows results filed as active.

`COc1ccc(CNCC(O)COc2cccc3c2OC(C)(C)C3)cc1` (stereo not given) gave hIAP act 1.1, beta cell repl -6, SENP1 FRET inh 1, mIAP activ 1.1, hIAP inh -10, APOBEC3G inh 0, mIAP inh -11, APOBEC3A inh -2 and NALP3 yeast inh 3.
Cc1onc(-c2c(Cl)cccc2Cl)c1C(=O)N=S(C)(=O)c1ccccc1 (stereo not given) was read as hIAP act 1, beta cell repl 1, SENP1 FRET inh 2, mIAP activ 0.99, hIAP inh 0, APOBEC3G inh -3, mIAP inh 1, APOBEC3A inh 0 and NALP3 yeast inh 8.
`COc1cc(C(=O)OCc2cccc(OC)c2OC)ccc1OCC(=O)N1CCOCC1` gave hIAP act 0.74, beta cell repl 1, SENP1 FRET inh 2, mIAP activ 1, hIAP inh 26, APOBEC3G inh -6, mIAP inh -1, APOBEC3A inh -2 and NALP3 yeast inh 21.
For COc1cc(NC(=O)CCCC(=O)OCC(F)(F)C(F)F)nc(OC)n1 the results were hIAP act 1.1, beta cell repl -2, SENP1 FRET inh -2, mIAP activ 1.1, hIAP inh -7, APOBEC3G inh -1, mIAP inh -6, APOBEC3A inh 0 and NALP3 yeast inh -2.
Screening CCOc1ccc(/C=C(\C#N)C(=O)c2c(C)[nH]c3ccccc23)cc1OC returned hIAP act 0.77, beta cell repl 0, SENP1 FRET inh 1, mIAP activ 0.96, hIAP inh 23, APOBEC3G inh -3, mIAP inh 4, APOBEC3A inh -1 and NALP3 yeast inh 6.
For CC1CCCCN1S(=O)(=O)c1coc(C(N)=O)c1 (stereo not given) the results were hIAP act 1.1, beta cell repl -2, SENP1 FRET inh -1, mIAP activ 1.1, hIAP inh -12, APOBEC3G inh -8, mIAP inh -9, APOBEC3A inh -3 and NALP3 yeast inh 12.
O=C(Cn1ncc(Cl)c(Cl)c1=O)NC(=O)NC1CCCCC1 was read as hIAP act 1.3, beta cell repl -6, SENP1 FRET inh 0, mIAP activ 1, hIAP inh -33, APOBEC3G inh -6, mIAP inh -3, APOBEC3A inh -3 and NALP3 yeast inh -6.
For CN(C(=O)COC(=O)c1cccnc1Cl)C1CCCCC1 the results were hIAP act 1.1, beta cell repl -2, SENP1 FRET inh 1, mIAP activ 1.1, hIAP inh -6, APOBEC3G inh 5, mIAP inh -11, APOBEC3A inh 2 and NALP3 yeast inh -2.
Cc1nnc(N2CCCC(C(=O)Nc3cc(F)ccc3F)C2)c2nn(-c3ccccc3)c(C)c12 (stereo not given) was read as hIAP act 1.1, beta cell repl -5, SENP1 FRET inh 1, mIAP activ 0.98, hIAP inh -5, APOBEC3G inh -5, mIAP inh 2, APOBEC3A inh -3 and NALP3 yeast inh 2.
For COc1ccc(-c2[nH]ncc2-c2csc(C)n2)c(O)c1 the results were hIAP act 1.1, beta cell repl -1, SENP1 FRET inh 0, mIAP activ 0.97, hIAP inh -5, APOBEC3G inh 1, mIAP inh 3, APOBEC3A inh 1 and NALP3 yeast inh 2.
`O=C(CNCC1CCCO1)N1CCN(S(=O)(=O)c2ccc3ccccc3c2)CC1` (stereo not given) gave hIAP act 0.99, beta cell repl 1, SENP1 FRET inh 1, mIAP activ 1, hIAP inh 1, APOBEC3G inh -2, mIAP inh -1, APOBEC3A inh 0 and NALP3 yeast inh -2.
Cc1ccc(CNC(=O)c2cccc3c2C(=O)c2ccc(N4CCC(C)CC4)cc2S3(=O)=O)cc1 was read as hIAP act 1, beta cell repl -1, SENP1 FRET inh -32, mIAP activ 0.87, hIAP inh -4, APOBEC3G inh -15, mIAP inh 13, APOBEC3A inh -9 and NALP3 yeast inh 19.
CCOc1ccc(C(=O)N[C@H](C(=O)Nc2cccc(S(=O)(=O)N3CCOCC3)c2)C(C)C)cc1 was read as hIAP act 0.86, beta cell repl -3, SENP1 FRET inh 0, mIAP activ 1.1, hIAP inh 14, APOBEC3G inh -13, mIAP inh -5, APOBEC3A inh 0 and NALP3 yeast inh 24.
`CN(C)/C=C(\C#N)S(=O)(=O)c1ccccc1` gave hIAP act 0.99, beta cell repl 4, SENP1 FRET inh 1, mIAP activ 0.97, hIAP inh 1, APOBEC3G inh -9, mIAP inh 3, APOBEC3A inh 2 and NALP3 yeast inh -5.
For NC(=O)CC(NC(=O)c1ccc(Br)cc1)c1ccc(N2CCN(c3ccccn3)CC2)c([N+](=O)[O-])c1 (stereo not given) the results were hIAP act 0.93, beta cell repl -4, SENP1 FRET inh 3, mIAP activ 1, hIAP inh 7, APOBEC3G inh -8, mIAP inh -1, APOBEC3A inh -3 and NALP3 yeast inh 11.
CCn1cc(CN2CCC(n3nccc3NC(=O)C3CCCC3)CC2)cn1 was read as hIAP act 1.2, beta cell repl -2, SENP1 FRET inh 1, mIAP activ 1.1, hIAP inh -18, APOBEC3G inh -10, mIAP inh -14, APOBEC3A inh -7 and NALP3 yeast inh -1.
Screening CC1Cc2cc(/C=C3/SC(=S)N(C)C3=O)ccc2O1 (stereo not given) returned hIAP act 1.1, beta cell repl 1, SENP1 FRET inh -60, mIAP activ 1, hIAP inh -6, APOBEC3G inh 5, mIAP inh -3, APOBEC3A inh 0 and NALP3 yeast inh 25.
For Cc1noc(/C=C/N(C)C)c1S(=O)(=O)N1CCCC(C(=O)NCc2ccco2)C1 (stereo not given) the results were hIAP act 1.1, beta cell repl -2, SENP1 FRET inh 1, mIAP activ 1, hIAP inh -12, APOBEC3G inh 3, mIAP inh -5, APOBEC3A inh 3 and NALP3 yeast inh 8.
S=c1[nH]nc(-c2ccccc2Cl)n1CC1CCCO1 (stereo not given) was read as hIAP act 1, beta cell repl -1, SENP1 FRET inh 0, mIAP activ 1, hIAP inh -1, APOBEC3G inh -7, mIAP inh -1, APOBEC3A inh 1 and NALP3 yeast inh 18.
CCOc1ccc(NC(=O)CCN2CCN(c3ccccc3)CC2)cc1 was read as hIAP act 1.1, beta cell repl 1, SENP1 FRET inh 0, mIAP activ 0.98, hIAP inh -9, APOBEC3G inh -4, mIAP inh 2, APOBEC3A inh -2 and NALP3 yeast inh 18.

The final two compounds of the part before lead into the next.
S=c1[nH]nc(-c2ccccc2Cl)n1CC1CCCO1 (stereo not given) was read as hIAP act 1, beta cell repl -1, SENP1 FRET inh 0, mIAP activ 1, hIAP inh -1, APOBEC3G inh -7, mIAP inh -1, APOBEC3A inh 1 and NALP3 yeast inh 18.
CCOc1ccc(NC(=O)CCN2CCN(c3ccccc3)CC2)cc1 was read as hIAP act 1.1, beta cell repl 1, SENP1 FRET inh 0, mIAP activ 0.98, hIAP inh -9, APOBEC3G inh -4, mIAP inh 2, APOBEC3A inh -2 and NALP3 yeast inh 18.
`COc1ccc(-c2nc(N)nc(C)c2-c2ccc(Cl)cc2)c(O)c1` gave hIAP act 1.2, beta cell repl -5, SENP1 FRET inh -4, mIAP activ 0.99, hIAP inh -20, APOBEC3G inh -8, mIAP inh 1, APOBEC3A inh 7 and NALP3 yeast inh 8.
Screening N#Cc1cc(-c2ccccc2)oc1/N=C/c1ccccc1O returned hIAP act 1.1, beta cell repl -4, SENP1 FRET inh -1, mIAP activ 1, hIAP inh -6, APOBEC3G inh 1, mIAP inh -2, APOBEC3A inh 2 and NALP3 yeast inh -11.
Screening O=[N+]([O-])c1ccccc1OCCNCc1ccccc1 returned hIAP act 1.3, beta cell repl 0, SENP1 FRET inh 0, mIAP activ 0.95, hIAP inh -27, APOBEC3G inh -3, mIAP inh 5, APOBEC3A inh 2 and NALP3 yeast inh 12.
Screening CCc1nn(C)c(N)c1C returned hIAP act 0.89, beta cell repl -3, SENP1 FRET inh 1, mIAP activ 0.93, hIAP inh 11, APOBEC3G inh -1, mIAP inh 7, APOBEC3A inh 5 and NALP3 yeast inh 3.
COC(=O)C1=C(C)NC(C)=C(C(=O)OC)C1c1cc2ccc(C)cc2[nH]c1=O was read as hIAP act 1, beta cell repl -2, SENP1 FRET inh -4, mIAP activ 1.1, hIAP inh -5, APOBEC3G inh -5, mIAP inh -9, APOBEC3A inh -7 and NALP3 yeast inh 3.
CCOC(=O)c1ccc(NC(=O)CSc2nnc(C)n2-c2ccccc2)cc1 was read as hIAP act 0.96, beta cell repl 0, SENP1 FRET inh 2, mIAP activ 1, hIAP inh 4, APOBEC3G inh 3, mIAP inh -4, APOBEC3A inh 2 and NALP3 yeast inh 11.
Screening Nc1nnn(CC(=O)N/N=C/c2ccco2)n1 returned hIAP act 1, beta cell repl 0, SENP1 FRET inh 0, mIAP activ 1, hIAP inh -1, APOBEC3G inh -4, mIAP inh 0, APOBEC3A inh -1 and NALP3 yeast inh 9.
For Cc1ccc(-n2ncc3c2CCCC3NC(=O)CCN2CCCC2=O)cc1C (stereo not given) the results were hIAP act 0.89, beta cell repl -2, SENP1 FRET inh 0, mIAP activ 0.98, hIAP inh 11, APOBEC3G inh -7, mIAP inh 2, APOBEC3A inh -3 and NALP3 yeast inh 4.
O=C1CCN(C(=O)Nc2ccccc2)N1 was read as hIAP act 0.97, beta cell repl 0, SENP1 FRET inh 2, mIAP activ 0.95, hIAP inh 3, APOBEC3G inh -5, mIAP inh 5, APOBEC3A inh -3 and NALP3 yeast inh 6.
COc1ccc(NC(=O)NCCN2CCN(c3cc(OC)ccc3OC)CC2)cc1 was read as hIAP act 1.2, beta cell repl -1, SENP1 FRET inh -2, mIAP activ 1, hIAP inh -24, APOBEC3G inh -5, mIAP inh 0, APOBEC3A inh -9 and NALP3 yeast inh 7.
`O=C(c1ccc2c(c1)OCO2)N(CC1CCCO1)C1(C(=O)NC2CCCCC2)CCCCC1` (stereo not given) gave hIAP act 0.99, beta cell repl 4, SENP1 FRET inh -1, mIAP activ 0.98, hIAP inh 1, APOBEC3G inh 0, mIAP inh 2, APOBEC3A inh 3 and NALP3 yeast inh -5.
`C=CCn1c(-c2ccncc2)n[nH]c1=S` gave hIAP act 1.1, beta cell repl -1, SENP1 FRET inh 1, mIAP activ 1, hIAP inh -14, APOBEC3G inh -3, mIAP inh 0, APOBEC3A inh -4 and NALP3 yeast inh 23.
For O=C(CN1CCOCC1)NCCNC(=O)CN1CCOCC1 the results were hIAP act 0.93, beta cell repl -2, SENP1 FRET inh 1, mIAP activ 1, hIAP inh 7, APOBEC3G inh -2, mIAP inh 0, APOBEC3A inh -3 and NALP3 yeast inh 9.
Screening CCOc1ccc(C(=O)Nc2cccc(-c3cc4ccccc4oc3=O)c2)cc1[N+](=O)[O-] returned hIAP act 1.1, beta cell repl -5, SENP1 FRET inh 0, mIAP activ 0.63, hIAP inh -10, APOBEC3G inh 5, mIAP inh 37, APOBEC3A inh 5 and NALP3 yeast inh 16.
CN(C)C(=O)N1CCN(C(=O)N(C)C)CC1 was read as hIAP act 1.1, beta cell repl 0, SENP1 FRET inh 1, mIAP activ 0.95, hIAP inh -5, APOBEC3G inh -4, mIAP inh 5, APOBEC3A inh 0 and NALP3 yeast inh 5.
For COc1cc(OC)cc(C(=O)Nc2ccc3nc4n(c(=O)c3c2)CCCC4)c1 the results were hIAP act 1.2, beta cell repl 3, SENP1 FRET inh 0, mIAP activ 0.9, hIAP inh -20, APOBEC3G inh -11, mIAP inh 10, APOBEC3A inh -3 and NALP3 yeast inh 21.

The list is partial; rates above refer to the full screens.
